LMPTP inh – blocks human LMPTP phosphatase; P24666; recombinant LMPTP-A, OMFP fluorogenic substrate, fluorescence intensity; inhibition, % at 20 µM; 0.22% of 360,000 active;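 active = compounds that cut the enzyme signal by at least half of the control window in the single-dose screen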;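 also: plate controls were DMSO wells with enzyme plus substrate for no effect and substrate without enzyme for full effect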
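Assay system: LMPTP-A phosphatase enzyme | Input: 0.625 nM enzyme | Also added: Fluorogenic phosphatase substrate OMFP at 400 µM final | Compound dosing: One test concentration per compound, 20 µM, with 3% DMSO overall | Schedule: 50 min enzyme reaction at room temperature, protected from light | Signal: Fluorescence intensity | Benchmarks: no-enzyme and uninhibited controls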
Scp-1 inhibitor – blocks human Scp-1 phosphatase activity; Q9GZU7; Recombinant Scp1, phosphopeptide, malachite green phosphate absorbance; inhibition, % at 20 µM; 0.88% of 340,000 active; AID 493091;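 active = inhibition above about 50% at 20 µM, limit read from the data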;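 also: plate controls were DMSO wells with enzyme for no effect and wells lacking enzyme for full effect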
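Test system: SCP-1 catalytic domain; Buffer or medium: Acidic Tris acetate buffer with magnesium and detergent; Also added: Phosphorylated 17-residue peptide substrate; Compound: single 20 µM dose, 1% DMSO; Schedule: enzyme reaction 45 min at room temperature, colour 5 min, stabilisation 30 min; Signal: Phosphate-binding colour reagent, absorbance read at 630 nm.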
STEP block – inhibitors of human striatal-enriched phosphatase STEP; P54829; recombinant STEP, OMFP fluorogenic substrate, fluorescence; inhibition, % at 20 µM; 0.25% of 360,000 active;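 active = inhibition at 20 µM, scaled per plate between control wells, above about 37%, limit read from the data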;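 also: 0% = DMSO with enzyme and substrate and 100% = substrate only without enzyme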
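Material: STEP (striatal-enriched tyrosine phosphatase) enzyme, cell-free; Compound dosing: 20 µM single dose in 1% DMSO; Technique: fluorescence read at 480 nm ex / 540 nm em; Times: reaction 20 min, ambient temperature; Medium: 50 mM Bis-Tris pH 6.0 with 2.5 mM DTT and 0.005% Tween 20; Also added: OMFP at 25 µM.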
SUMO1 PPI mod – alters human SUMO1 binding to SIM partners | inhibition, % at 20 µM | AID 602429 | 0.33% of 360,000 active | P63165 | SUMO1 binding to a labelled peptide, TR-FRET, 1 h; in the data active = inhibition above about 37%
DNMT1 inh – inhibitors of human DNMT1 | DNMT1 molecular beacon, Hinp1I cleavage, fluorescence | P26358 | 0.83% of 360,000 active | inhibition (reported as % activation of signal), % at 10 µM; in the data active = inhibition above about 50%
Target sequence (P26358 504-1616 limits assumed): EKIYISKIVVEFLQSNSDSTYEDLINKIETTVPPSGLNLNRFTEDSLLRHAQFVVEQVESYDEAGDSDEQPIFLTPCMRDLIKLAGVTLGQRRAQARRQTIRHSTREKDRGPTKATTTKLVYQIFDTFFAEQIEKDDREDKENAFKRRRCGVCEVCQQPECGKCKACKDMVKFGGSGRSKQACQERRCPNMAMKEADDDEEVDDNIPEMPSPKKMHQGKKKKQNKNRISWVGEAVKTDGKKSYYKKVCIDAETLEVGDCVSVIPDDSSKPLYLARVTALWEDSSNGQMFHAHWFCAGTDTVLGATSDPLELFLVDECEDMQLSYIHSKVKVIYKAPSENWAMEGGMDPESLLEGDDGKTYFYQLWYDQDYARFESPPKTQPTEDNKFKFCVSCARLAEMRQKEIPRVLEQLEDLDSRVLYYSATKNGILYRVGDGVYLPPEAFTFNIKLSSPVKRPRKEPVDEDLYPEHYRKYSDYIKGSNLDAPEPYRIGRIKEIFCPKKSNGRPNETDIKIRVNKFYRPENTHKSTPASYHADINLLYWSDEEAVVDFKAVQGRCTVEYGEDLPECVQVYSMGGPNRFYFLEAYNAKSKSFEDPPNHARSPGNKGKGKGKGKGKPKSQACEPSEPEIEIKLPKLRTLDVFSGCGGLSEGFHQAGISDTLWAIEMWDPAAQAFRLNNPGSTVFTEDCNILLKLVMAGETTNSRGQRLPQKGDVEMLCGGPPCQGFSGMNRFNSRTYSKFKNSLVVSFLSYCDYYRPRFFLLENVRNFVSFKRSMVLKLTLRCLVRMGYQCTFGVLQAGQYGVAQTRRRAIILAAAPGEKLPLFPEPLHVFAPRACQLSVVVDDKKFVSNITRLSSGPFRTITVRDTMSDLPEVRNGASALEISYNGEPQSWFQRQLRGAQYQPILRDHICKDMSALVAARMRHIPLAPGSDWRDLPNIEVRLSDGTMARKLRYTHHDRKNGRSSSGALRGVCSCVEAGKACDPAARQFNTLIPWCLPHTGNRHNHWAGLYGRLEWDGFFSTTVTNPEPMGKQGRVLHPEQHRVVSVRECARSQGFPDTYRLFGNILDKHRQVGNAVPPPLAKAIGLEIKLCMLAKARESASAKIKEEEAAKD
NadD inh – NadD (S. aureus) enzyme inhibition | purified NadD enzyme, colorimetric absorbance read-out | 0.78% of 360,000 active | inhibition, % at 20 µM | AID 602399; in the data active = inhibition above about 26%; also: some compounds past the cut are filed as inactive
Tb MetRS inh – blocks T. brucei methionyl-tRNA synthetase activity | inhibition, % at 11.9 µM | 0.4% of 360,000 active | purified T. brucei MetRS, ATP depletion, Kinase-Glo luminescence | AID 624268;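 active = inhibition above a per-plate cutoff of the control wells' mean inhibition plus 3 SD, cut at about 5.5% in these data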;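 also: 0% = DMSO wells median and 100% = median of wells with control inhibitor compound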
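Material: parasite MetRS enzyme / Replication: singlicate, one well per compound / Signal: luminescence of leftover ATP / Schedule: 2 h aminoacylation at 25 °C after 15 min preincubation / Medium: HEPES-MgCl2-KCl buffer plus DTT, spermine, BSA, pyrophosphatase / Doses: 11.9 µM single point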
SKN-1 block – C. elegans SKN-1 inhibition. C. elegans VP596 Pgst-4::GFP/RFP ratio, acrylamide-induced, 24 h. inhibition, % at 21.8 µM. 0.49% of 360,000 active. AID 624304;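 active = interference check ratio from 0.5 to 1.5 plus GFP to RFP signal ratio inhibition reaching or exceeding a fixed threshold, cut at about 30% in these data, passing the limit was not always enough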; also: some compounds called inactive have numbers as strong as hits
NRP1-CendR mod – alters CendR peptide binding to human NRP-1; FAM-RPARPAR peptide binding to NRP-1, fluorescence polarization; O14786; 0.85% of 360,000 active; inhibition, % at 25 µM;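 active = inhibition or corrected inhibition above about 18%, plus a signal ratio from 0.5 to 1.5, limit read from the data, passing the limit was not always enough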; also: strong numbers were not always called active
Neddyl block – cullin neddylation inhibition; calls only at 25 µM; TR-FRET cullin neddylation, biochemical; P61081+Q13564; AID 651699; 0.58% of 360,000 active; in the data active = inhibition above about 36%
Starred values were filed as active, the others as inactive; i = inactive; · = not tested or not shown; + = active, no number.

Sample of the layout:
structure	LMPTP inh	Scp-1 inhibitor	STEP block	SUMO1 PPI mod	DNMT1 inh	NadD inh	Tb MetRS inh	SKN-1 block	NRP1-CendR mod	Neddyl block
CCCc1ccc2oc(C(=O)N3CCCC3)c(C)c2c1	1.7	-10	-2	7	1	-8	0.8	7	7	i
Cc1ccc(-n2nnnc2SCC(=O)c2c(N)n(C3CC3)c(=O)[nH]c2=O)cc1	0.1	-5	2	2	-1	4	-0.3	-1	-4	i

The whole of this part, repeating the preview:
structure	LMPTP inh	Scp-1 inhibitor	STEP block	SUMO1 PPI mod	DNMT1 inh	NadD inh	Tb MetRS inh	SKN-1 block	NRP1-CendR mod	Neddyl block
CCCc1ccc2oc(C(=O)N3CCCC3)c(C)c2c1	1.7	-10	-2	7	1	-8	0.8	7	7	i
Cc1ccc(-n2nnnc2SCC(=O)c2c(N)n(C3CC3)c(=O)[nH]c2=O)cc1	0.1	-5	2	2	-1	4	-0.3	-1	-4	i
O=C(Cc1ccc([N+](=O)[O-])cc1)Nc1nnc(C2CC2)s1	-0.6	-11	0	8	0	2	0.2	3	-4	i
Nc1c(C(=O)O)sc2nc(-c3ccccc3)cc(-c3ccc(F)cc3)c12	0.3	-3	-2	-9	-3	35*	-0.6	8	-16	i
CC1=CC(c2ccccc2)n2nc(NC(=O)CCCC(=O)O)nc2N1 (centres undefined)	0.1	-6	0	1	-3	-7	-0.7	-3	-12	·
COc1ccc2c(c1)c(C)cc[n+]2Cc1ccccc1	0.4	-15	6	-29	-6	-4	-0.2	-2	5	+
CC(C)C(=O)Nc1c(-c2ccccc2Cl)c(=O)c2ccccc2n1C	-0.5	-7	-1	-1	-1	-3	0.1	12	1	i
COc1ccc2nc(C)cc(C(=O)O)c2c1	0.3	-10	2	-3	0	-1	-1.9	23	2	·
CC(C)n1c(N2CCN(C(=O)Nc3ccccc3)CC2)nc2ccccc21	-0.9	-5	0	2	1	1	-0.2	18	-7	i
O=C(CCN1C(=O)/C(=C/c2cccs2)SC1=S)Nc1ccc(C(=O)O)c(O)c1	6.6	7	4	12	-3	5	0.5	16	-33	i
CC(C)Oc1ccc(C2C(C#N)=C(N)Oc3c2oc(CO)cc3=O)cc1 (centres undefined)	-1.9	-7	-2	-10	-4	-4	-0.4	3	-6	i
CC(=O)Nc1cccc(/C(C)=N/NC(=O)c2cc(-c3ccncc3)nc3ccccc23)c1	-1.1	8	0	-26	-3	2	-0.4	-10	8	i
COc1ccc(CC(=O)OCC(=O)NNC(=O)c2ccccc2)cc1	-1.5	6	-1	4	3	-5	-0.6	1	-3	i
CC1CC(C)CN(CCCNC(=O)Cc2c(C(=O)O)n(C)c3ccccc23)C1 (centres undefined)	-0.5	-3	3	-4	1	3	-1.0	5	2	i
C/C(=N/NC(=O)CNc1ccc(Cl)cc1C)c1ccc(C)cc1	-0.1	-5	0	1	6	-1	1.0	-15	4	i
CCOc1ccc(S(=O)(=O)N2CCN(C(=O)c3cc4ccccc4o3)CC2)cc1	3.6	-15	5	-2	-2	-7	-0.1	12	4	i
O=C(COn1nnc2ccc(S(=O)(=O)N3CCOCC3)cc21)NCc1cccc(Cl)c1	-0.2	·	1	3	4	-4	-0.1	0	-12	i
C[C@@H]1CN([C@@H](C)CO)C(=O)CCCn2nncc2CO[C@H]1CN(C)C(=O)Cc1ccccc1	-0.4	·	2	9	8	2	-1.0	2	0	i
CNC(=O)/C(=C\c1ccc2c(c1)OCO2)NC(=O)c1ccc(Br)cc1	-0.5	-3	-5	-5	5	-6	-0.7	13	1	i
CCOc1ccc2[nH]c(=O)c(CN(Cc3nnnn3Cc3ccccc3)CC3CCCO3)cc2c1 (centres undefined)	-0.8	6	2	-13	-4	5	-0.7	4	-8	+
c1ccc2[nH]c(-c3cscn3)nc2c1	-1.5	-4	-3	-3	4	1	-1.0	-1	-16	i
CCN1CCc2c(sc(NC(=O)c3ccc4ccccc4c3)c2C(N)=O)C1	-4.3	·	-1	-35	-9	-7	-0.1	-15	-142	+
CCc1nc2ccc(C(=O)N(CC)CCN(C)C)cn2c1N(C)Cc1nccs1	-2.2	·	-2	3	2	3	0.0	10	0	i
OCCNC(=S)c1ccccc1	-1.1	-7	3	-1	0	1	3.2	3	13	i
COC(=O)c1sccc1NC(=O)CSc1ccccc1NS(=O)(=O)c1ccc(Cl)cc1	1.9	-25	2	2	-10	-1	0.6	8	7	i
O=C(O)CCCNS(=O)(=O)c1cccs1	-1.1	-15	-4	-3	7	1	-0.6	-2	14	i
CSc1ccc(C2C(C(=O)c3ccco3)=C(O)C(=O)N2c2nnc(SC)s2)cc1 (centres undefined)	17	-11	-22	-19	6	13	0.8	-7	135	i
CCOP(=O)(c1ccc(N(C)C)cc1)C(O)c1ccccc1OC (centres undefined)	-2.6	-5	-3	4	2	2	0.0	-11	-4	i
CC12CNCC(C)(CN(C3(O)C(=O)Nc4ccc(Br)cc43)C1)C2=O (centres undefined)	-0.1	-6	-5	-9	-1	-3	-0.7	-3	5	i
C=CCn1c2ccccc2c2nnc(SCC(=O)Nc3c(C)n(C)n(-c4ccccc4)c3=O)nc21	1.7	-2	-2	-5	-1	3	-0.1	9	-2	i
O=C(Nc1cccc([N+](=O)[O-])c1)c1[nH]ncc1Cl	-1.3	-5	-3	-20	0	1	-0.9	11	-9	i
COc1ccc(CNC(=O)CCn2c(=O)oc3ccccc32)cc1	-1.0	-8	1	1	-1	-3	0.9	-6	7	i
Cc1cc(Cl)c(S(=O)(=O)N2CCSCC2)cc1OCC(=O)NC1CCCCC1	2.5	26	17	3	-3	4	0.1	26	-7	i
Nc1ncnc2c1ncn2[C@@H]1O[C@H](CNCc2ccccc2)[C@@H](O)[C@H]1O	-0.8	0	2	1	3	3	-0.3	-12	8	i
COc1ccc(C(=O)NCC(=O)N/N=C/c2ccc([N+](=O)[O-])o2)cc1OC	-0.8	-3	0	-23	-2	-6	-0.6	-17	1	i
NC(=O)c1cc(S(=O)(=O)N2CCOCC2)ccc1Sc1ccccc1N	0.0	-9	-1	10	-3	-3	-0.1	-11	3	i
COc1ccc(Cc2c(O)nc(SCC(C)C)[nH]c2=O)cc1	-1.2	-9	-2	6	-5	-6	0.0	2	-4	i
CNC(=S)N1N=C(c2ccc(C)cc2)CC1c1cc(OC)ccc1OC (centres undefined)	1.5	7	1	14	-1	-2	-1.4	2	-1	i
CCc1nnc(NC(=O)CCC(=O)N2CCN(Cc3ccc(OC)c(F)c3)CC2)s1	-1.5	-3	5	1	3	-4	-0.4	-14	6	i
CC1Sc2ccccc2N(CC(=O)N(C(C)C)C(C)C)C1=O (centres undefined)	-0.6	9	-2	-1	11	0	-1.2	4	10	i
CCO[C@H]1OC(C(=O)NCc2ccccc2)=C[C@@H](c2ccccc2)[C@@H]1CCCO	-0.5	-10	1	2	9	-2	-0.3	18	7	i
CCOC(=O)N1CCN(S(=O)(=O)c2ccc(C(=O)Nc3sc4c(c3C#N)CCC4)cc2)CC1	0.3	-11	3	1	-6	11	0.1	1	-14	i
COc1ccccc1N1CC(C(=O)OCC(=O)c2ccc(F)cc2)CC1=O (centres undefined)	-1.7	-5	-1	-3	2	-8	0.0	5	-14	i
O=C(COc1ccc(C(=O)c2ccc(F)cc2)cc1)Nc1cccc(S(=O)(=O)N2CCOCC2)c1	-0.4	-16	1	2	-3	-5	0.2	7	10	i
N#CC1=C(N)OC2=C(C(=O)CCC2)C12CCC1(CC2)OCCO1	-2.1	-2	-2	-1	2	-9	-0.4	-29	-4	i
O=C(CCCc1c[nH]c2ccccc12)NCCc1c[nH]c2ccccc12	0.5	0	0	-4	-13	-6	0.2	2	-10	i
COc1ccc(N2C(=O)CC(N(CCc3ccc(S(N)(=O)=O)cc3)C(=S)Nc3ccccc3)C2=O)cc1 (centres undefined)	0.7	1	-5	-2	-6	-3	0.2	-5	16	i
CCOC(=O)c1c(C)oc2ccc(O)c(CN3CCCCC3)c12	-0.9	-4	-1	-1	2	0	-0.6	5	8	i
CCCCCCCCN1C(=O)[C@H](CC(=O)NCc2ccccc2)C[C@@]2(C(=O)OCC)CCCC=C12	6.1	·	·	25	·	3	0.0	3	10	i
COc1ccccc1-c1ccc2c(c1)C(C)(Cc1ccc(F)c(Cl)c1)C(=O)N2 (centres undefined)	4.0	·	1	2	-19	-7	0.5	-8	-5	i
CCc1noc(C)c1C(=O)Nc1nc(-c2ccc(OC)cc2)cs1	-0.9	-1	0	1	2	-1	0.0	3	1	i
CC(C)(C)NC(=S)NNC(=O)[C@H]1C[C@@H]1c1ccccc1	-2.1	-17	0	8	0	2	3.6	6	-5	i
O=C(Nc1ccc2c(c1)OCCO2)c1ccc(CN2CCOCC2)cc1	-2.0	-7	-1	-1	-2	-1	1.3	-1	-5	i
CC1(C)CC2(CCO1)N1CC3(C)CN2CC(C)(C1)C3=O (centres undefined)	-0.5	-4	-4	1	4	-1	0.5	4	6	i
CN1C[C@@H]2[C@@H]3C(=O)N(Cc4ccccc4)C(=O)[C@@H]3[C@](C)(C1=O)N2C(=O)c1ccc(F)cc1	-2.3	-5	-3	0	0	1	-0.2	-1	14	i
CCN(CC)S(=O)(=O)c1cccc(C(=O)N/N=C/c2ccc(O)c(O)c2O)c1	6.2	-8	2	10	-15	5	-0.5	6	4	i
C/C(=N\Nc1cccc([N+](=O)[O-])c1)c1ccccc1O	2.6	-10	-4	-11	0	-6	-0.2	0	2	i
COc1ccccc1C(=O)N/N=C/c1cnc2ccccc2n1	-1.6	-10	-4	-6	0	-5	-0.6	-3	4	i
O=C1OCCC1(c1ccccc1)c1ccccc1	-1.4	-7	-2	1	3	-3	-0.1	-2	6	i
CCc1ccc(/C=C(\C#N)C(=O)NC2CCS(=O)(=O)C2)cc1 (centres undefined)	1.0	5	2	-22	-2	3	-0.3	10	-7	i
CCOc1c2ccc(C(=O)NCCc3cccs3)cc2nn1CC	-0.4	-6	1	-15	-1	3	-0.3	26	25*	·
CN(Cc1cccc(Cl)c1Cl)c1ccc(S(=O)(=O)N2CCCCC2)cc1[N+](=O)[O-]	1.1	-10	0	-3	2	5	-0.5	3	2	i

Screens as filed in PubChem BioAssay.
